# bovine MsrA act – activators of bovine methionine sulfoxide reductase A; purified bovine MsrA, absorbance read-out; activation, % at 10.6 µM; 360,000 compounds, 0.3% hits; in the data active = activation above about 7.5%;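 note: 0% = vehicle and 100% = reference activator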
# Rin1 Abl inh – blocks binding of human Rin1 to Abl; TR-FRET Rin1/Abl binding, biochemical; 360,000 compounds, 0.4% hits; inhibition, % at 7.35 µM; in the data active = inhibition above about 5%, passing the limit was not always enough
# CSN deneddyl inh – blocks human CSN-mediated cullin deneddylation; 360,000 compounds, 0.38% hits; Purified CSN, SCF-Nedd8-OG deneddylation, fluorescence polarization; inhibition, % at 12.5 µM; Q92905; AID 651999;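 active = pattern-corrected inhibition above about 35%, with an unprinted fluorescence ratio check between 0.5 and 1.5, limit read from the data, passing the limit was not always enough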;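 note: 0% = enzyme with substrate and 100% = substrate without enzyme; some results filed as inactive read as strong as hits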
# Target sequence (Q92905 whole entry, looked up, one chain of several): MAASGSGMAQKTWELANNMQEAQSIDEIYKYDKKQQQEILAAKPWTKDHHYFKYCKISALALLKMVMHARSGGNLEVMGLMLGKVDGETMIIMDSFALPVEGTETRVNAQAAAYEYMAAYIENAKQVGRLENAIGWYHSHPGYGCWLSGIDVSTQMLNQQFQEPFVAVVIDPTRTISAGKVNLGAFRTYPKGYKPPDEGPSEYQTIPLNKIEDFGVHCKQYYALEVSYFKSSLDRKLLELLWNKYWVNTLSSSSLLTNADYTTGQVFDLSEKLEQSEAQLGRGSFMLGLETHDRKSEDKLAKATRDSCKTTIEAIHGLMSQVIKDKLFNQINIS
#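 Test system: Human Csn5 produced in HEK293T cells | Compound: 12.5 µM single point | Times: 90 min, room temperature | Signal: Fluorescence polarization readout | Read-out basis: % inhibition of substrate cleavage by Csn5 | Controls: no-enzyme wells high, enzyme-with-substrate wells low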
# PABP1 MLLE inh – inhibitors of microRNA-mediated deadenylation, human PABP1 MLLE binding. P11940. GST-MLLE / FITC-PAM2 fluorescence polarization. AID 588489. 360,000 compounds, 0.36% hits. inhibition, % at 20 µM; in the data active = inhibition above about 35%, passing the limit was not always enough;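 note: plate controls were DMSO wells with GST-MLLE for no effect and wells lacking GST-MLLE protein for full effect; some results filed as inactive read as strong as hits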
# FAS-TE inh – FAS thioesterase (human) inhibition; P49327; recombinant FAS-TE, OMFH fluorogenic substrate, fluorescence endpoint; inhibition, % at 15 µM; 360,000 compounds, 0.67% hits; AID 602261;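 active = compounds whose normalised, plate-corrected inhibition of enzyme fluorescence in the single-dose primary screen is 50% or more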;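 note: 0% = DMSO with enzyme and 100% = substrate without enzyme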
# MsrA inh – inhibitors of bovine MsrA; 360,000 compounds, 0.75% hits; purified bovine MsrA, absorbance read-out; inhibition, % at 15.5 µM; AID 651718; in the data active = inhibition above about 4.5%;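 note: 0% = vehicle wells with enzyme and 100% = reference inhibitor wells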
# MT1-MMP act inh – blocks activation of human MT1-MMP | GFP/RFP ratio change, % at 20 µM | AID 651647 | P50281 | HT1080 RFP-PRO-GFP cells, GFP/RFP ratio fluorescence, overnight; percent of plate control window, DMSO zero | 360,000 compounds, 0.061% hits;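 active = GFP/RFP ratio change of at least 30% with cell ATP level not reduced by more than half and red fluorescence within 50% of control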; note: strong numbers were not always called active
#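 Compound: 20 µM single dose, 1% DMSO / System: HT1080 RFP-PRO-GFP cells / Controls: DMSO and RFP-L50D-GFP cell wells / Read-out basis: GFP/RFP fluorescence ratio / Schedule: overnight compound exposure at 37 °C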
# Rpn11 block – blocks the human proteasome subunit Rpn11; O00487; human 26S proteasome, Ub4-pepOG fluorescence polarization; 20S core pre-blocked with epoxomicin; calls only at 20 µM; 360,000 compounds, 0.59% hits; AID 588493;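 active = inhibition at 20 µM, scaled to each plate's controls, above about 33%, limit read from the data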
# Target sequence (O00487 whole entry, looked up): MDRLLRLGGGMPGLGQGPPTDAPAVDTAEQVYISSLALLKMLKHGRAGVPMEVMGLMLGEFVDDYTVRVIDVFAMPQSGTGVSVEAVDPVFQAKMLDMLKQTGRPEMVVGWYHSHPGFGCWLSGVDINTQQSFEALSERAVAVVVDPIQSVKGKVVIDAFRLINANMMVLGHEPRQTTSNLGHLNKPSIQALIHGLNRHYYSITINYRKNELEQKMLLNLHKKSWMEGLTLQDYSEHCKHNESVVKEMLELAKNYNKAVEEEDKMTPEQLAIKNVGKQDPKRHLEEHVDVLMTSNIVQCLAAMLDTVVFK
# E coli Lon inh – inhibits E. coli Lon protease | inhibition, % at 7.94 µM | P0A9M0 | 360,000 compounds, 0.42% hits | purified E. coli Lon protease, fluorescence polarization; in the data active = inhibition above about 13%, passing the limit was not always enough;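 note: 0% = enzyme with probe and DMSO and 100% = no enzyme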
# An asterisk follows results filed as active; i = inactive; nt = not tested or not shown; & = joins results of further samples.
SMILES,bovine MsrA act,Rin1 Abl inh,CSN deneddyl inh,PABP1 MLLE inh,FAS-TE inh,MsrA inh,MT1-MMP act inh,Rpn11 block,E coli Lon inh
CCc1cccc(C)c1NC(=S)N1CC2CC(C1)c1cccc(=O)n1C2 (centres undefined),-12,3,-18,15,-10,1.1,2,i,-9
COC(=O)C1=C(c2ccc(OCc3ccccc3)cc2)C[C@@H]2CC[C@H]1N2C(=O)NCc1ccccc1C(F)(F)F,-3,-1,-4,-2,20,-0.7,-10,i,3
Cc1ccc(OCCn2cccc2/C=C2/C(=O)NC(=O)N(Cc3ccco3)C2=O)cc1,-3,-4,29,-16,-7,0.1,-17,i,-85
CCC(=O)CC(c1ccccc1)c1c(O)c2ccccc2sc1=O (centres undefined),-2,-3,3,15,-9,1.1,1,i,-1
Cc1cc(/C=C2\C(=O)NC(=O)N(c3ccc(Cl)cc3)C2=O)c(C)n1C,-4,-3,-1,-25,-11,0.7,-5,i,-18
O=c1[nH]c(=O)n(CCC2=CCCCC2)c(O)c1C=NCCCn1ccnc1,0,-3,4,-27,-10,-0.2,1,i,9
C[C@]12CC[C@H]3[C@@H](CCC4=CC(=O)CC[C@@H]43)[C@@H]1CC[C@@H]2O,-1,-3,-1,6,3,0.8,-2,i,-5
COCCN1C(=O)NC(=O)/C(=C\c2ccc(Br)cc2)C1=O,-2,-1,7,3,-5,-0.7,2,i,-4
O=CC(Cl)P(=O)(N1CCCCC1)N1CCCCC1 (centres undefined),-2,-2,-2,-2,-6,-0.6,1,i,8
CCCCOC(=O)C1=C(N)OC2=C(C(=O)CCC2)[C@]12C(=O)N(C)c1ccccc12,-10,2,-1,11,-4,1.8,-3,i,-3
C[C@]12CCC(=O)C(O)=C1CC[C@@H]1[C@@H]2CC[C@]2(C)C(=O)CC[C@@H]12,0,-3,4,14,2,-0.8,3,i,7
Cc1cc(OCC(=O)NCC(O)c2ccccc2)c2c3c(c(=O)oc2c1)CCC3 (centres undefined),-3,4,2,8,6,0.8,0,i,-10
OCC12COC3c4ccccc4C(OC1)N32 (centres undefined),-1,-1,-1,-4,-6,-0.3,11,i,10
Cc1cccc(C)c1-n1nnnc1C(c1ccccc1OC(F)(F)F)N1CCC(n2c(=O)[nH]c3ccccc32)CC1 (centres undefined),-1,3,4,17,54*,0.6,-11,i,-5
C[N+]1(C)CCc2cc3c(cc2[C@H]1[C@@H]1OC(=O)c2c1ccc1c2OCO1)OCO3,-6&-1,-2&-3,3&-3,-15&-1,-3&-3,-1.7&1.1,-3&-1,i,-4&-4
CN1CCN(/N=C/c2c(O)n(CCC3=CCCCC3)c(=S)[nH]c2=O)CC1,-1,3,5,-53,-6,0.3,-6,i,-5
COCCOC(=O)c1c(N)n(Cc2ccc(OC)cc2)c2nc3ccccc3nc12,-2,-2,1,5,5,2.2,-12,i,-2
CN1CCC(=O)N(CCN=[N+]=[N-])CC1,0,1,8,15,-11,-0.2,4,i,-3
O=C1NCN(c2ccccc2)C12CCN(C(c1ccccc1)c1nnnn1C1CCCC1)CC2 (centres undefined),-4,6,0,1,8,1.1,-1,i,-9
CC(C)(C)C(O)C(Oc1ccc(Cl)cc1)n1cncn1 (centres undefined),-7,-2,1,-2,-7,-0.1,-1,i,11

# One compound at a time, as listed above. Order of values: bovine MsrA act	Rin1 Abl inh	CSN deneddyl inh	PABP1 MLLE inh	FAS-TE inh	MsrA inh	MT1-MMP act inh	Rpn11 block	E coli Lon inh
# Profile of `Cc1cc(/C=C2\C(=O)NC(=O)N(c3ccc(Cl)cc3)C2=O)c(C)n1C` → -4	-3	-1	-25	-11	0.7	-5	i	-18
# Profile of `CN1CCN(/N=C/c2c(O)n(CCC3=CCCCC3)c(=S)[nH]c2=O)CC1` → -1	3	5	-53	-6	0.3	-6	i	-5
# Profile of `O=C1NCN(c2ccccc2)C12CCN(C(c1ccccc1)c1nnnn1C1CCCC1)CC2` (centres undefined) → -4	6	0	1	8	1.1	-1	i	-9
# Profile of `CN1CCC(=O)N(CCN=[N+]=[N-])CC1` → 0	1	8	15	-11	-0.2	4	i	-3

# (next part)
SMILES,bovine MsrA act,Rin1 Abl inh,CSN deneddyl inh,PABP1 MLLE inh,FAS-TE inh,MsrA inh,MT1-MMP act inh,Rpn11 block,E coli Lon inh
CN1CCN(c2ccc([N+](=O)[O-])c(N3CCCCC3)c2)CC1,-1,-8,-1,2,-3,0.8,-8,i,-10
c1cncc(CNC2CCCCC2)c1,-3,0,1,-2,-4,1.2,-7,i,3
C[C@H]1CC[C@H]2NCCN[C@H]2C1,-10,1,7,-2,-8,0.9,2,i,-4
NCC(CC(=O)O)C1CCCCC1 (centres undefined),-1,-4,9,6,-8,nt,5,i,8
CCCCCn1c(=O)c(C(=O)Nc2ccccc2S(N)(=O)=O)c(O)c2ccccc21,-8,3,2,1,-2,1.3,-15,i,5
Clc1ccc2c(c1)C(OC1CN3CCC1CC3)c1ccccc1CS2 (centres undefined),-1,9.7*,-1,-1,-4,0.5,-17,i,-4
COc1ccc(-n2c(O)c(C(C)=Nc3ccc4c(c3)CCC4)c(=O)[nH]c2=O)cc1,-4,2,1,-4,-7,0.1,1,i,2
CCN(CC)C(=O)c1ccc(NC(=O)c2cn(-c3ccccc3)nc2-c2ccc(OC)cc2)cc1,-2,0,-1,0,17,-0.7,-1,i,8
Nc1ccc(Cc2ccc(N)cc2)cc1,-3,4,4,30,-3,-1.1,6,i,-8
O=C1CC(C(=O)N2CCC3(CC2)OCCO3)CN1CCc1ccccc1 (centres undefined),-2,-1,1,-1,-5,1.0,3,i,0
Cc1cc(C)n2nc(C)[n+](C)c2n1,-3,-3,1,5,-4,-0.5,10,i,0
C1=C(CCNCc2ccccc2)CCCC1,-4,0,5,2,-3,1.4,1,i,5
ClC1=C(Cl)C2(Cl)C3C(Cl)C=CC3C1(Cl)C2(Cl)Cl (centres undefined),-3,2,2,15,20,0.4,1,i,-1
c1ccc(C2(N3CCCCC3)CCCCC2)cc1,4,3,-1,10,0,-0.2,1,i,-12
O=C(Cc1ccccc1)N1CCN(Cc2ccccc2Cl)CC1,-8,3,2,-2,-2,-1.0,1,i,10
C=CCN=C(SCC(=O)c1ccc(Cl)cc1)c1c(O)n(C)c(=O)n(C)c1=O,-3,-2,1,32,6,1.0,5,i,5
CC(=O)c1ccc2c(c1)OCO2,-2,1,5,4,-4,0.4,0,i,-2
COC(=O)C1=C(c2cccc(OC)c2OC)C[C@@H]2CC[C@H]1N2C(=O)NCCS(C)=O (some centres undefined),-5,2,-1,1,-3,0.2,0,i,1
CN1CCN(Cc2nc3ccccc3c(=O)[nH]2)CC1,-13,0,5,-13,-9,-0.2,-2,i,-5
Cc1cc(C)cc(N2C(=O)NC(=O)/C(=C/c3cccn3-c3ccc(Cl)cc3)C2=O)c1,-4,3,3,-18,-7,0.4,4,i,-10

# Arranged by molar mass (largest number first): part of the list above
SMILES,bovine MsrA act,Rin1 Abl inh,CSN deneddyl inh,PABP1 MLLE inh,FAS-TE inh,MsrA inh,MT1-MMP act inh,Rpn11 block,E coli Lon inh
CCCCCn1c(=O)c(C(=O)Nc2ccccc2S(N)(=O)=O)c(O)c2ccccc21,-8,3,2,1,-2,1.3,-15,i,5
CN1CCN(c2ccc([N+](=O)[O-])c(N3CCCCC3)c2)CC1,-1,-8,-1,2,-3,0.8,-8,i,-10
Cc1cc(C)n2nc(C)[n+](C)c2n1,-3,-3,1,5,-4,-0.5,10,i,0

# More structures
SMILES,bovine MsrA act,Rin1 Abl inh,CSN deneddyl inh,PABP1 MLLE inh,FAS-TE inh,MsrA inh,MT1-MMP act inh,Rpn11 block,E coli Lon inh
Cc1ccc(N2C(=O)NC(=O)C(CCc3ccccn3)(Cc3ccc(F)cc3)C2=O)cc1 (centres undefined),-4,1,-15,5,-3,0.9,-4,i,4
NNC(=O)c1ccc(Cl)cc1,-5,1,1,0,-14,0.5,3,i,4
Clc1ccc(N2CCNCC2)nn1,-2,-2,5,6,-2,-0.3,1,i,0
CC(=NCCCn1ccnc1)c1c(O)n(-c2ccccc2)c(=O)[nH]c1=O,-10,-2,7,2,-1,0.7,3,i,0
COc1ccc(-c2nc(CS(=O)CC(=O)N3CCC4(CC3)OCCO4)c(C)o2)cc1 (centres undefined),-10,-3,-3,25,-3,-0.7,2,i,-5
CCC(=Nc1ccc(OC)cc1OC)c1c(O)[nH]c(=O)[nH]c1=O,-2,-7,3,-10,-5,-0.4,8,i,-18
COc1ccc(F)cc1C(=O)C1CCCN(Cc2ccc(O)cc2)C1 (centres undefined),-6,-2,1,8,2,0.9,2,i,4
CC(=O)Cc1ccc(OC(C)C)cc1,-3,0,2,-7,-2,0.3,1,i,0
COc1ccc(CN2CC=C(c3ccc(F)cc3)CC2)cc1Br,1,2,-1,6,27,0.8,0,i,7
CC1CN(C(=O)CCC(=O)N2CCC3(CC2)OCCO3)c2cc(Cl)ccc2O1 (centres undefined),-8,1,-4,-1,7,-0.2,-6,i,3
Cc1cc(Oc2cc(NN3CCCCC3)c([N+](=O)[O-])cc2[N+](=O)[O-])ccc1[N+](=O)[O-],-11,-4,-1,12,33,0.8,-6,i,1

# Structures above with fluorine, in the order listed:
SMILES,bovine MsrA act,Rin1 Abl inh,CSN deneddyl inh,PABP1 MLLE inh,FAS-TE inh,MsrA inh,MT1-MMP act inh,Rpn11 block,E coli Lon inh
COC(=O)C1=C(c2ccc(OCc3ccccc3)cc2)C[C@@H]2CC[C@H]1N2C(=O)NCc1ccccc1C(F)(F)F,-3,-1,-4,-2,20,-0.7,-10,i,3
Cc1cccc(C)c1-n1nnnc1C(c1ccccc1OC(F)(F)F)N1CCC(n2c(=O)[nH]c3ccccc32)CC1 (centres undefined),-1,3,4,17,54*,0.6,-11,i,-5
Cc1ccc(N2C(=O)NC(=O)C(CCc3ccccn3)(Cc3ccc(F)cc3)C2=O)cc1 (centres undefined),-4,1,-15,5,-3,0.9,-4,i,4
COc1ccc(F)cc1C(=O)C1CCCN(Cc2ccc(O)cc2)C1 (centres undefined),-6,-2,1,8,2,0.9,2,i,4
COc1ccc(CN2CC=C(c3ccc(F)cc3)CC2)cc1Br,1,2,-1,6,27,0.8,0,i,7

# Not all compounds are listed; rates above refer to the full screens.
